Source: PubChem (National Center for Advancing Translational Sciences (NCATS))
Nrf2 activator: activators of Nrf2 (ARE) signaling; 0.31% of 410,000 active; AID 624171; Potency, µM (top dose mostly 46.1 µM), without a hit: at the highest dose activation, actives largely listed as activators; AREc32 ARE-luciferase reporter (MCF7-derived line), luminescence, 24 h; also: potency is read from the fitted curve at half-maximal effect; % of control where 0% means no effect; nearly all actives have a fitted effect of over 65% in size
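Luciferase luminescence (Steady-Glo, 30 min at room temperature) served as the read-out of ARE activation in AREc32 cells treated with compounds for 24 hr at 37 deg C.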
A549 tox: A549 cytotoxicity, counter-screen for Nrf2 inhibitors; A549 ARE-Fluc cells, CellTiter-Fluor viability, 18-24 h; Potency, µM (top dose mostly 46 µM), for inactives: at the highest dose activity change, negative = cytotoxicity, actives largely listed as inhibitors; 0.16% of 390,000 active; also: potency is read from the fitted curve at half-maximal effect; % is scaled to controls: 0 for no effect and ±100 for the full control effect
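A549 ARE_Fluc cells in 5% FBS OPTI-MEM were exposed to compounds in concentration-response for 18-24 h at 37 deg C. Viability was read by CellTiter-Fluor fluorescence (Ex 405/Em 525) after 30 min, before the luciferase read.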
HepG2 tox: HepG2 cytotoxicity, counter-screen for TGF-b inhibitors | HepG2 CAGA-GFP viability, ATP luminescence, 18 h | Potency, µM (highest dose often 46.1 µM), without a hit: top-dose activity change, negative = cytotoxicity, hits mostly cytotoxic | 0.76% of 410,000 active; also: potency is read from the fitted curve at half-maximal effect; some results filed as inactive show a strong effect at the top dose
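CellTiter-Glo luminescence gave cytotoxicity after 18 hours at 37 degrees C. The cells were HepG2 CAGA-GFP in 1% FBS DMEM, stimulated with 500 pg/mL TGF-beta after compound addition. %Activity was normalised to no-cell wells (complete cell-killing) and DMSO (no toxicity), and curves were fitted and classified.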
Akt phos inh: blocks phosphorylation of Akt | Neuro2A IGF-stimulated pAkt S473 HTRF, 20 min; active compounds read low | activity change, % for hits at 50 µM | 0.32% of 360,000 active; in the data active = activity change below about -80%; inconclusive = mostly about -51% to -80%; also: % is scaled to controls: 0 for no effect and ±100 for the full control effect
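Single-point screen (50 µM final compound) in Neuro2A cells stimulated 20 min with 6 nM IGF at 37 deg C. After lysis, Ser473-phosphorylated Akt read by HTRF (ex 330 nm, em 615/665 nm) as the 665/615 ratio.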
CCT modulator: cytosolic chaperonin activity modulation | purified chaperonin ATPase assay, HTRF ADP detection, 30 min | activity change, % (test concentration not listed), hits read low | 0.3% of 360,000 active; in the data active = activity change below about -30%; also: % is scaled to controls: 0 for no effect and ±100 for the full control effect
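Nucleotide hydrolysis assay: TRiC at 20–40 nM final (set by batch activity) with 10 uM ATP, 30 min at 37 °C, in presence of 76 uM compound. Detection by competitive ADP HTRF, 30 min ambient.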
TGFb inhibitor: TGF-b pathway inhibition. HepG2 CAGA-GFP TGF-b/SMAD3 reporter, GFP fluorescence, 18 h; TGF-beta stimulated, 500 pg/mL final. 1.2% of 410,000 active. Potency, µM (highest dose often 46.1 µM), inactives show top-dose activity, negative = inhibition, actives largely listed as inhibitors; also: potency is read from the fitted curve at half-maximal effect; % is scaled to controls: 0 for no effect and ±100 for the full control effect; nearly all actives have a fitted effect of over 65% in size
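HEPG2 CAGA-GFP, 1000 cells/well; 2 h settle, 37 C; cpd via pin tool; TGF-b 500 pg/mL final; 18 h, 37 C; GFP imaging ex488/em500-530; %Activity normalised to -TGF-b and +DMSO controls; CRC fit, curve class.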
MmCpn inh: M. maripaludis TRiC chaperonin inhibition. purified Mm-Cpn ATPase, ADP Transcreener TR-FRET. 0.031% of 330,000 active. Potency, µM (titrated, usually from 76.9 µM), for the others: at the highest dose activity, negative = inhibition, actives largely listed as inhibitors. AID 504842; also: potency is read from the fitted curve at half-maximal effect; % is scaled to controls: 0 for no effect and ±100 for the full control effect; nearly all actives have a fitted effect of over 80% in size
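Purified archaeal Mm-CPN (25nM final) preincubated 10 min at 37degC with compound, then 10uM ATP for 30 min at 37degC; ADP measured by HTRF Transcreener TR-FRET; buffer 30 mM TRIS pH 7.4, 100mM KCl, 5mM MgCl2, 1mM DTT.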
S2 tox: viability counter-screen for ATXN expression inhibitors; 0.49% of 400,000 active; Potency, µM (highest dose often 56.7 µM), actives largely listed as cytotoxic; S2 cells (HEK-293 line with an ATXN2-luciferase reporter) viability, CellTiter-Fluor protease fluorescence, 24 h; AID 651635; also: potency is read from the fitted curve at half-maximal effect; nearly all actives have a fitted effect of over 40% in size
Nrf2 block: inhibitors of Nrf2 signaling; A549 ARE-Fluc reporter, luciferase luminescence, 18-24 h; Potency, µM (series often up to 46 µM), inactives show top-dose activity change, negative = inhibition, usual class: inhibitors; 2.1% of 360,000 active; also: potency is read from the fitted curve at half-maximal effect; % is scaled to controls: 0 for no effect and ±100 for the full control effect; nearly all actives have a fitted effect of over 60% in size
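Concentration-response testing used A549 ARE_Fluc cells at 5000 cells/well. Following an 18-24 h compound incubation, viability was read by fluorescence (Ex 405/Em 525) and luciferase output by luminescence.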
An asterisk follows results filed as active; & = joins results of further samples; ! = repeats disagree; [ ] = remark or other dose. Unless noted, calls follow the shape of the dose curve; as a rule, active = well fitted curve in the direction sought with a large enough effect; inconclusive = small, poorly fitted or top-dose-only effect, or another doubt; inactive = no such curve, though single readings can be large; an effect the other way counts as inactive or inconclusive.

For COCCN1CCc2nc(SCC(=O)Nc3ccc(C)c(Cl)c3)[nH]c(=O)c2C1 the results were Nrf2 activator -0.4%, A549 tox 9%, HepG2 tox -26%, TGFb inhibitor -22%, S2 tox inactive and Nrf2 block 17%.
For COc1ccc(NC(=S)N(Cc2cccnc2)Cc2ccco2)cc1 the results were Nrf2 activator -0.4%, A549 tox -6%, HepG2 tox 0%, Akt phos inh inactive, CCT modulator -1.9, TGFb inhibitor 3%, MmCpn inh 0%, S2 tox inactive and Nrf2 block -3%.
O=C(NCCC(=O)N1CCN(c2ccccc2O)CC1)c1ccc(Br)cc1 was read as Nrf2 activator 0.3%, A549 tox -1%, HepG2 tox -23%, Akt phos inh inactive, CCT modulator 0.8, TGFb inhibitor -29%, MmCpn inh -1%, S2 tox inactive and Nrf2 block 15%.
Screening CCN1CCN(C(=O)c2cc3nc(-c4ccccc4)cc(C(F)(F)F)n3n2)CC1 returned Nrf2 activator 0.4%, A549 tox -1%, HepG2 tox -11%, CCT modulator 1.0, TGFb inhibitor -8%, MmCpn inh 0%, S2 tox inactive and Nrf2 block 6%.
Screening CN(CC(=O)Nc1ccc(Cl)cc1)C(=O)CCc1c[nH]c2ccccc12 returned Nrf2 activator 2.9%, A549 tox -11%, HepG2 tox -3%, Akt phos inh inactive, CCT modulator 0.9, TGFb inhibitor -13%, MmCpn inh -1%, S2 tox inactive and Nrf2 block inconclusive.
Screening O=C(N/N=C/c1ccc2c(c1)OCO2)c1cc(-c2ccccc2)nc2ccccc12 returned Nrf2 activator 3.8%, A549 tox 9%, HepG2 tox -30%, Akt phos inh inactive, CCT modulator 0.7, TGFb inhibitor 26%, MmCpn inh 0%, S2 tox inactive and Nrf2 block -6%.
Cn1c(NCCCCO)nc2c1c(=O)n(Cc1ccc(Cl)cc1)c(=O)n2C was read as Nrf2 activator -0.2%, A549 tox 1%, HepG2 tox -27%, TGFb inhibitor -1%, S2 tox inactive and Nrf2 block -25%.
Screening Clc1ccc(-c2csc3ncnc(N4CCc5ccccc5C4)c23)cc1 returned Nrf2 activator 6.6%, A549 tox -2%, HepG2 tox -67%, Akt phos inh inactive, CCT modulator -1.4, TGFb inhibitor -7%, MmCpn inh 0%, S2 tox inactive and Nrf2 block 10%.
Cc1cccc(N2CCN(C(=O)Cc3c(C(=O)O)[nH]c4ccc(Cl)cc34)CC2)c1C was read as Nrf2 activator -0.7%, A549 tox -3%, HepG2 tox -18%, Akt phos inh inactive, CCT modulator 1.6, TGFb inhibitor 10%, MmCpn inh -2% and S2 tox inconclusive.
For COc1cc(N=c2ssnc2Cl)c(OC)cc1Cl the results were Nrf2 activator 7.9%&17%, A549 tox inconclusive, HepG2 tox -44%&-79%, Akt phos inh inactive, CCT modulator -0.6&1.4, TGFb inhibitor inconclusive, MmCpn inh 1%&-3%, S2 tox inconclusive and Nrf2 block 23µM*!.
`CC(C)n1nccc1N(Cc1ccc(Br)cc1)S(=O)(=O)c1ccccc1` gave Nrf2 activator 4.7%, A549 tox 1%, HepG2 tox -13%, Akt phos inh inactive, CCT modulator 2.3, TGFb inhibitor inconclusive, MmCpn inh 0%, S2 tox inactive and Nrf2 block inconclusive.
For CCc1nc2c(OCC(=O)C(C)(C)C)cccn2c1N(C)C(=O)C(C)C the results were Nrf2 activator 1.9%, HepG2 tox -3%, CCT modulator -0.8, TGFb inhibitor 5% and S2 tox inactive.
For C[C@H]1C=C(C(=O)NCc2nc3ccccc3[nH]2)O[C@@H](OCCCCO)C1 the results were Nrf2 activator -0.1%, A549 tox 4%, HepG2 tox 5%, Akt phos inh inactive, CCT modulator -3.1, TGFb inhibitor -2%, S2 tox inactive and Nrf2 block 0%.
For O=c1[nH][nH]c2c1C(c1ccc(F)cc1)OC(CCc1ccccc1)C2 (centres undefined) the results were Nrf2 activator -0.6%, Akt phos inh inactive, CCT modulator -0.2 and S2 tox inconclusive.
Screening Cc1nc(CCNC(=O)COc2ccccc2)cs1 returned Nrf2 activator -1.0%, A549 tox -2%, HepG2 tox -19%, Akt phos inh inactive, CCT modulator -0.2, TGFb inhibitor -3%, MmCpn inh -1%, S2 tox inactive and Nrf2 block 1%.
O=C(NCCO)c1ccc2nc(Cc3cccc(Cl)c3)oc2c1 was read as Nrf2 activator 2.7%, A549 tox -14%, HepG2 tox -7%, Akt phos inh inactive, CCT modulator 0.7, TGFb inhibitor -4%, MmCpn inh 4% and Nrf2 block 0%.
CCCCNc1nc(CC(C)=O)ns1 was read as Nrf2 activator 0.3%, A549 tox -3%, HepG2 tox 5%, Akt phos inh inactive, CCT modulator 0.4, TGFb inhibitor -10%, MmCpn inh -2%, S2 tox inactive and Nrf2 block 14%.
`COc1ccc(S(=O)(=O)N2CCC(C(=O)N[C@H](C(=O)N3CCCC3)C(C)C)CC2)cc1` gave Nrf2 activator 0.0%, A549 tox inconclusive, HepG2 tox 1%, Akt phos inh inactive, CCT modulator -0.2, TGFb inhibitor -6%, MmCpn inh -1%, S2 tox inactive and Nrf2 block -18%.
Screening O=C(Cn1cc(C(F)(F)F)ccc1=O)N1CCc2ccccc2C1 returned Nrf2 activator -0.4%, A549 tox -11%, HepG2 tox 3%, Akt phos inh inactive, CCT modulator -0.3, TGFb inhibitor 18%, MmCpn inh 1%, S2 tox inactive and Nrf2 block 0%.
Screening COc1ccc(NC(=O)Cc2csc(C)n2)cc1 returned Nrf2 activator 1.7%, A549 tox 3%, HepG2 tox -35%, TGFb inhibitor -5% and Nrf2 block inconclusive.
For COc1ccc(CNC(=O)CN2CCN(S(=O)(=O)c3cccs3)CC2)cc1OC the results were Nrf2 activator 0.1%, A549 tox -1%, HepG2 tox 2%, Akt phos inh inactive, CCT modulator -0.4, TGFb inhibitor -1%, MmCpn inh -1%, S2 tox inactive and Nrf2 block 1%.
O=c1cc(COn2nnc3ccc(C(F)(F)F)cc32)nc2sccn12 was read as Nrf2 activator -0.6%, A549 tox -2%, HepG2 tox -4%, Akt phos inh inactive, CCT modulator 1.5, TGFb inhibitor -1%, MmCpn inh -14%, S2 tox inactive and Nrf2 block 2%.
For Cc1ccccc1C(=O)NC(=S)Nc1ncccn1 the results were Nrf2 activator 2.3%[9.22 µM], A549 tox -1%, HepG2 tox 1%, Akt phos inh inactive, CCT modulator 0.1, TGFb inhibitor -2%, MmCpn inh -2%, S2 tox inactive and Nrf2 block inconclusive.
For O=C1C2CCCN2C(c2ccc(F)cc2)N1c1cccc(Cl)c1 (centres undefined) the results were Nrf2 activator 0.4%, A549 tox inconclusive, HepG2 tox -14%, Akt phos inh inactive, CCT modulator -0.3, TGFb inhibitor 4%, MmCpn inh 1%, S2 tox inactive and Nrf2 block 2%.
For Cc1ccc(S(=O)(=O)N2CCOCC2)cc1NC(=O)COc1cccc(Oc2ccccc2)c1 the results were Nrf2 activator 0.3%, A549 tox -1%, HepG2 tox 17%, Akt phos inh inactive, CCT modulator -0.6, TGFb inhibitor -2%, MmCpn inh 0%, S2 tox inconclusive and Nrf2 block inconclusive.
CCN1CCN(C2=C(Cl)C(=O)N(Cc3ccccc3)C2=O)CC1 was read as Nrf2 activator inconclusive, A549 tox 1%, HepG2 tox -9%, Akt phos inh inactive, CCT modulator -2.3, TGFb inhibitor -2%, MmCpn inh -2%, S2 tox inactive and Nrf2 block 1%.
`COc1ccc(C(=O)N2CCN(C3CCC(c4ccccc4)CC3)CC2)cc1OC` (centres undefined) gave Nrf2 activator 0.6%, A549 tox -3%, HepG2 tox -19%, Akt phos inh inactive, CCT modulator 0.1, TGFb inhibitor -3%, MmCpn inh -1%, S2 tox inactive and Nrf2 block -29%.
For CN1CCC(NC(=O)Cc2c(F)cccc2Cl)CC1 the results were Nrf2 activator -0.7%[9.22 µM], A549 tox 11%, HepG2 tox -20%, Akt phos inh inactive, CCT modulator 1.7, TGFb inhibitor -18%, MmCpn inh 1%, S2 tox inactive and Nrf2 block 3%.
`Cc1ccc(C(N)=S)c(C)c1` gave Nrf2 activator 0.4%, A549 tox 3%, HepG2 tox 4%, Akt phos inh inactive, CCT modulator -0.6, TGFb inhibitor inconclusive, MmCpn inh 2%, S2 tox inactive and Nrf2 block -9%.
For Cc1ccc(SCc2c(C(=O)N/N=C/c3ccoc3)nnn2-c2nonc2N)cc1 the results were Nrf2 activator 3.1%, A549 tox 5%, HepG2 tox -31%, Akt phos inh inactive, CCT modulator 0.4, TGFb inhibitor -2%, MmCpn inh 1% and Nrf2 block -23%.
Screening O=C(CCCN1C(=O)/C(=C/c2cccc(Br)c2)SC1=S)Nc1cccnc1 returned Nrf2 activator inconclusive, A549 tox inconclusive, HepG2 tox -3%, Akt phos inh inactive, CCT modulator -2.9, TGFb inhibitor inconclusive, MmCpn inh 1%, S2 tox inconclusive and Nrf2 block inconclusive.

Filtered by structure, the entries above containing a CF3 group (three)
Screening CCN1CCN(C(=O)c2cc3nc(-c4ccccc4)cc(C(F)(F)F)n3n2)CC1 returned Nrf2 activator 0.4%, A549 tox -1%, HepG2 tox -11%, CCT modulator 1.0, TGFb inhibitor -8%, MmCpn inh 0%, S2 tox inactive and Nrf2 block 6%.
Screening O=C(Cn1cc(C(F)(F)F)ccc1=O)N1CCc2ccccc2C1 returned Nrf2 activator -0.4%, A549 tox -11%, HepG2 tox 3%, Akt phos inh inactive, CCT modulator -0.3, TGFb inhibitor 18%, MmCpn inh 1%, S2 tox inactive and Nrf2 block 0%.
O=c1cc(COn2nnc3ccc(C(F)(F)F)cc32)nc2sccn12 was read as Nrf2 activator -0.6%, A549 tox -2%, HepG2 tox -4%, Akt phos inh inactive, CCT modulator 1.5, TGFb inhibitor -1%, MmCpn inh -14%, S2 tox inactive and Nrf2 block 2%.
